INS promoter inh – TRM-6 insulin promoter activity inhibition; TRM-6 cells (human fetal islet line), insulin promoter-eGFP reporter, imaging; reporter expression induced with tamoxifen; inhibition, % at 2 µM; hit rate 0.9% among 130,000;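 active = inhibition above the mean plus 3 SD, with well images judged a real hit on visual review, cut at about 60% in these data, passing the limit was not always enough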
SDO1 yeast rescue – sdo1-depleted yeast growth rescue; S. cerevisiae sdo1-depleted JHY4D growth rescue, OD600 30 h; stronger effect = higher value; pdr5 snq2 efflux-pump mutant strain; AID 817; z-score at 10 µM; hit rate 0.21% among 140,000;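 active = z-score above 3 at both the 24 hr and the 30 hr optical density reads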;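 also: z-score against mean and SD of all compound wells on the same plate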
SDO1 yeast rescue Rescue 24 h – further read-out of SDO1 yeast rescue, marked with its call; z-score; S. cerevisiae sdo1-depleted JHY4D growth rescue, OD600; measured here: growth rescue at 24 h;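 0 is the plate mean of compound wells and units are plate SD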
* = called active by the depositor; x = not tested or not shown; [ ] = another dose, or the depositor's remark.

SDO1 yeast rescue Rescue 24 h | INS promoter inh | SDO1 yeast rescue | molecule
-0.61 | x | -1.2 | Cc1nnc(SCC(=O)Nc2nsc(-c3ccc(C(C)(C)C)cc3)n2)s1
0.8 | -27 | -0.5 | Cc1ccc(CNc2ccc3nnc(-c4ccccc4)n3n2)cc1
-0.59 | 33 | -0.32 | O=C(CSC(=S)N1CCOCC1)c1ccccc1
-0.06 | 11 | -0.35[14.4 µM] | COc1ccc2nc(/N=C(\N)NC(=O)C(C)(C)C)nc(C)c2c1
-1.6 | 7 | -2.2 | Cc1cc(C)c(COCc2cc(/C=N/O)c(C)cc2C)cc1/C=N/O
x | -136 | x | CCOC(=O)c1sc2nc(CSc3ccccc3)nc(N3CCCN(C)CC3)c2c1C
x | 0 | x | O=C(CNC(=O)c1ccco1)N/N=C/c1ccccc1[N+](=O)[O-]
0.15 | 0 | -0.06 | COC(=O)c1ccc(N2C(=O)CC(N3CCC(O)(c4ccc(Br)cc4)CC3)C2=O)cc1 (configuration not stated)
x | -275 | x | CCN(CC)CC1(O)CCN(C(=O)c2ccc(Cl)c(Cl)c2)CC1
x | -20 | x | Cn1ccnc1/C(=N\NC(=O)c1ccccc1)c1cccc([N+](=O)[O-])c1
-1.2 | x | -1.5 | COc1ccc(C2(O)CC3CCC(C2)N3c2cc(C)nc(-c3ccccc3)n2)cc1 (configuration not stated)
x | 0 | x | CCOC(=O)C1(CC2CCCCO2)CCN(Cc2cc3ccccc3[nH]2)CC1 (configuration not stated)
0.36 | 8 | 0.61 | CCOc1cccc(NC(=O)Cc2cccs2)c1
-0.69 | -11 | -1.3 | Cc1cc2c3c(c1C)C1(C(=O)N3C(C)(C)CC2C)C(C#N)=C(N)Oc2cc(O)ccc21 (configuration not stated)
-1.5 | -293 | -1.3 | CC(C)(C)C1C/C(=C/c2ccco2)C(=O)/C(=C/c2ccco2)C1 (configuration not stated)
-0.89 | 63 | -0.83 | Cc1ccc(-c2csc(N(Cc3ccccc3)C(=O)COc3ccccc3)n2)cc1
1.5 | -54 | 2.3 | O=C(CCCNS(=O)(=O)c1ccc(Br)cc1)N1CC[C@@]2(O)CCCC[C@H]2C1
-0.6 | 31 | -0.28 | Cc1cc(C)n(-c2nc3c(c(=O)[nH]c(=O)n3C)n2Cc2ccc(F)cc2)n1
-1.3 | x | -1.2 | COc1cc(/C=C2/SC(=S)N(CC3CCCO3)C2=O)ccc1O (configuration not stated)
x | -87 | x | Cc1nnsc1C(=O)N/N=C/c1cccc(C(F)(F)F)c1
1.1 | x | 1.2 | Cc1ccc(C2CC(c3ccc(C)cc3)n3nc(N)nc3N2)cc1 (configuration not stated)
0.13 | x | 0.18 | O=C1CC(C(=O)O)c2ccccc2N1 (configuration not stated)
-0.33 | -14 | 0.55 | Cc1ccccc1-c1nc(CN2CCC(C(=O)NCCCN3CCOCC3)CC2)c(C)o1
-1.5 | -30 | -1.1 | COc1ccc(/C(C)=N/NC(=S)NCc2ccco2)cc1
-0.18 | 12 | 0.47 | CC(C)COc1ccc2[nH]c3c(c2c1)CCCC3=O
0.8 | 43 | 0.24 | Cc1ccc(C(=O)NNC(=O)C2CCN(c3nccc(C)n3)CC2)cc1
-0.42 | -32 | -0.01 | COc1ccc(S(=O)(=O)NCc2ccccc2)cc1
1.3 | -121 | 0 | C/C(CC(=O)NCCCN1CCOCC1)=N\NC(=O)COc1cccc2ccccc12
-1.2 | -14 | -0.94 | CC1(C)CC(=O)C2=C(C1)N(c1ccc(F)cc1)C(=O)C2(NC(=O)c1ccccc1F)C(F)(F)F (configuration not stated)
x | 12 | x | CCCCc1ccc(NC(=S)NCc2ccc(OC)cc2)cc1

Sorted by count of non-hydrogen atoms (descending): some entries from above.
SDO1 yeast rescue Rescue 24 h | INS promoter inh | SDO1 yeast rescue | molecule
-0.69 | -11 | -1.3 | Cc1cc2c3c(c1C)C1(C(=O)N3C(C)(C)CC2C)C(C#N)=C(N)Oc2cc(O)ccc21 (configuration not stated)
-1.2 | x | -1.5 | COc1ccc(C2(O)CC3CCC(C2)N3c2cc(C)nc(-c3ccccc3)n2)cc1 (configuration not stated)
x | 0 | x | CCOC(=O)C1(CC2CCCCO2)CCN(Cc2cc3ccccc3[nH]2)CC1 (configuration not stated)
-1.6 | 7 | -2.2 | Cc1cc(C)c(COCc2cc(/C=N/O)c(C)cc2C)cc1/C=N/O
-0.06 | 11 | -0.35[14.4 µM] | COc1ccc2nc(/N=C(\N)NC(=O)C(C)(C)C)nc(C)c2c1
-0.42 | -32 | -0.01 | COc1ccc(S(=O)(=O)NCc2ccccc2)cc1
0.36 | 8 | 0.61 | CCOc1cccc(NC(=O)Cc2cccs2)c1

Remaining list, next part:
SDO1 yeast rescue Rescue 24 h | INS promoter inh | SDO1 yeast rescue | molecule
-0.93 | 6 | -1.8 | O=C(COC(=O)C12CC3CC(CC(C3)C1)C2)Nc1nc2c(F)c(F)c(F)cc2s1
-0.11 | x | -0.3 | COc1cccc(C2=NC(C)(C)NC(c3ccccc3O)C2)c1 (configuration not stated)
-0.23 | 50 | -0.8 | COc1ccc(NC(=O)CCc2nc(-c3ccc(C)cc3)no2)c(OC)c1
x | -12 | x | O=C(CSc1nnc(-c2ccccc2F)n1C1CC1)Nc1ccc2[nH]c(=O)[nH]c2c1
x | 32 | x | O=C1CCC(/C=C/c2ccccc2)=NN1Cc1ccccc1
0.91 | 14 | 0.39 | Clc1ccc(SCCCCn2cncn2)cc1
1.2 | -39 | 1.1 | O=C(CSc1ncnc2nc[nH]c12)N1CCOCC1
1.1 | x | 0.31 | CCCCOC(=O)C1=C(C)Nc2ncnn2C1c1ccc(OC)c(OC)c1 (configuration not stated)
x | -26 | x | COc1ccccc1NC(=O)c1cc(Br)ccc1Cl
-0.47 | -3 | -0.6 | Cc1ccc(NC(=O)c2cccc(S(=O)(=O)N(C)c3ccccc3)c2)cc1S(=O)(=O)N1CCOCC1
1.6 | x | 1.1 | Cc1cc(NC(=O)C2CCCN(S(=O)(=O)c3c(C)noc3C)C2)n[nH]1 (configuration not stated)
0.11 | x | 0.39 | CCn1cc(SCC(=O)N2CCOCC2)c2ccccc21
1.1 | -276 | 0.88 | CCOC(=O)C1=C(N)n2c(s/c(=C\c3ccco3)c2=O)=C(C(=O)OC(C)C)C1c1ccco1 (configuration not stated)
0.04 | x | 0.19 | CCN1CCN(CC(=O)NC2CCCCC2)C(=O)C1=O
1.3 | 39 | 0.94 | CCOc1ccc(C(=O)NCc2ccco2)cc1
-1.1 | -11 | -0.94 | CC(=O)c1cc(C#N)c(SCc2ccccc2)nc1C
-0.12 | -11 | 0.86 | CN1C(=O)C(CC(N)=O)N(NC(=O)c2ccc(Cl)cc2)C1=S (configuration not stated)
0.28 | -67 | 0.31 | Cc1cc(/C=C(\C#N)c2nnc(N3CCOCC3)n2-c2ccccc2)c(C)n1-c1ccccc1
x | -53 | x | Cc1ccc(OCC(=O)N2CCc3ccccc3C2)c([N+](=O)[O-])n1
1.5 | 40 | 1.9 | O=c1cc(-c2ccccc2Cl)oc2c([N+](=O)[O-])c(O)cc(O)c12
-0.2 | 4 | 0.55 | CC(C)(C)NC(=O)C(=O)NNC(=O)c1ccccc1
0.56 | x | 0.29 | Cc1ccc(-c2ccc(SCC(=O)N3CCc4ccccc43)nn2)cc1
1.8 | 18 | 1.4 | CCCNC(=O)CCc1c(C)nc2nc(-c3cc(OC)cc(OC)c3)nn2c1C
-1.3 | 27 | -1.1 | CC(=O)C1C(c2cccc(F)c2)NC(=O)NC1(O)C(F)(F)F (configuration not stated)
1.1 | 62 | 0.86 | CC(=O)Nc1ccc(S(=O)(=O)N2CCN(C(=O)c3ccccc3F)CC2)cc1
1 | 39 | 0.79 | COC(=O)C1CSc2[nH]c(=O)sc2C1c1ccc(OC)c(OC)c1 (configuration not stated)
-0.8 | -190 | 0.12 | NC(=O)C1CCN(C(c2ccccc2)c2nnnn2C2CCCC2)CC1 (configuration not stated)
-1.6 | 41 | -1.6 | O=c1c(Cl)c(NCc2ccc(F)cc2)cnn1C12CC3CC(CC(C3)C1)C2
-0.34 | 21 | -0.11 | CC(C)/C=C1\CCCCC1N(C)C(=O)NC(C)C (configuration not stated)
-0.1 | x | 0.51 | CCOC(=O)N1CCC(NC(=O)c2cccc3c2C(=O)N(CCOC)C3)CC1

Carrying on:
SDO1 yeast rescue Rescue 24 h | INS promoter inh | SDO1 yeast rescue | molecule
2.5 | x | 2.4 | Cc1cc(C)nc(Sc2ccc3nnnn3n2)n1
2.6 | x | 0.88 | O=C(CSc1nnc(Cc2cc(=O)[nH]c(=O)[nH]2)n1-c1ccc(Cl)cc1)NCC1CCCO1 (configuration not stated)
-0.25 | -12 | 0.27 | CC(=O)Nc1ccc(S(=O)(=O)N2CCN(Cc3ccccn3)CC2)cc1
0.43 | x | -0.52 | COc1ccc(C2CC(c3ccc4ccccc4c3)=NN2C(=O)CSc2ncccn2)cc1 (configuration not stated)
-0.26 | 9 | -0.08 | CCOC(=O)Cn1c(-c2cccnc2Cl)nc2cc(C)c(C)cc21
x | -109 | x | CCOc1ccc(-c2cnc(N)n2C)cc1
-0.18 | -5 | 0.75 | CSc1ccc(Cl)c(C(=O)NCC(C)C)c1
x | -20 | x | Nc1ccc(C(=O)c2ccc3c(c2)OCCO3)cc1N
-0.46 | 11 | 0.16 | Nc1nc2n(n1)C(c1cccs1)CC(c1ccccc1)N2 (configuration not stated)
x | 35 | x | Cc1cc(NC(=O)CC(F)(F)F)n(-c2ccccc2)n1
0.37 | -26 | 0.67 | CC(C)OC(=O)CSc1nnc(-c2cccnc2)n1Cc1ccccc1
-0.43 | -9 | -0.91 | CCCc1cc(-c2ccc(O)c(OCC)c2)c(C#N)c(N)n1
x | 27 | x | COCCCNC(=O)c1ccc(C2SCC(=O)N2Cc2ccco2)cc1 (configuration not stated)
0.25 | -11 | 0.78 | O=C(CN1C(=O)COc2ccccc21)NCc1ccccn1
0.28 | 10 | 1.1 | CC(=O)c1ccc(N2CCN(C(=O)C3CCCN(S(=O)(=O)c4cnc[nH]4)C3)CC2)cc1 (configuration not stated)
-0.13 | x | -0.79 | NS(=O)(=O)c1ccc(N2N=C(c3ccccc3)CC2c2ccccc2)cc1 (configuration not stated)
1.1 | -41 | 0.6 | CC(C)(C)c1ccc(C2CC2C(=O)N/N=C\c2cc3ccccc3nc2Cl)cc1 (configuration not stated)
x | 24 | x | CC(C)NC(=O)NC(=O)CN1C(=O)NC(Cc2c[nH]c3ccccc23)C1=O (configuration not stated)
-0.27 | -58 | 1.4 | O=C(O)c1cc(N/N=C/c2ccc(N3CCOCC3)s2)ccc1Cl
-0.22 | -42 | -0.81 | O=C(CC(NS(=O)(=O)c1ccc(Cl)cc1)c1ccco1)N1CCc2ccccc21 (configuration not stated)
0.26 | -7 | -0.72 | CC(=O)Nc1ccc(NC(=O)C(C)OC(=O)/C=C/c2cn(-c3ccccc3)nc2-c2cccnc2)cc1 (configuration not stated)
-1.8 | 18 | -2 | CC1CC1C(=O)Nc1nc(-c2cccs2)c(-c2cccs2)s1 (configuration not stated)
1.3 | -100 | 0.32 | Cc1ccc2c(CN3CCN(S(=O)(=O)/C=C/c4ccccc4)CC3)cc(=O)oc2c1
0.97 | x | 1.2 | COc1cccc(C2=NOC(C(=O)NC(C)(C)C)C2)c1 (configuration not stated)
-0.82 | x | -0.08 | CCOC(=O)N1CCN(C(=O)C2CC(c3cc(OC)ccc3OC)=NO2)CC1 (configuration not stated)
x | -24 | x | CCOC(=O)C/C(N)=N/N(C)c1ncc(C(F)(F)F)cc1Cl
0.15 | 11 | -0.75 | CC(C)OC(=O)c1c(NS(=O)(=O)c2ccccc2)sc2c1CCCC2
-1.8 | 18 | -2.2 | COc1cccc(C(=O)N/N=C(/c2ccccc2)c2ccccn2)c1
3.3 | -56 | 2.9 | CCn1cc(C(=O)Nc2ccc(OC)c(S(=O)(=O)N3CCCCC3)c2)c(=O)c2ccc(C)nc21
-0.94 | x | -0.61 | CCCN(c1nc(C)cc(OC)n1)S(=O)(=O)c1ccccc1

One compound at a time, as listed above:
Nc1ccc(C(=O)c2ccc3c(c2)OCCO3)cc1N is listed as SDO1 yeast rescue Rescue 24 h: x; INS promoter inh: -20; SDO1 yeast rescue: x
Cc1cc(C)nc(Sc2ccc3nnnn3n2)n1 is listed as SDO1 yeast rescue Rescue 24 h: 2.5; INS promoter inh: x; SDO1 yeast rescue: 2.4

(next part)
SDO1 yeast rescue Rescue 24 h | INS promoter inh | SDO1 yeast rescue | molecule
0.36 | 50 | 0.98 | CC(C)NC(=O)Cn1nc(C(F)(F)F)c2c1CCC2
-1.1 | x | -1.8 | COc1ccc(-c2cc(=O)c3ccccc3s2)cc1
-0.48 | 51 | -0.2 | CCOC(=O)c1ccc(S(=O)(=O)N2CCN(C)CC2)cc1
-0.71 | x | 0.15 | CCOc1cc(C(=O)Nc2cc(C)ccc2C)ccc1OCC(=O)N1CCCCC1
-0.67 | 3 | 0.07 | Cc1ccc(Oc2ncccc2/C=N/OCc2ccc(Cl)c(Cl)c2)cc1
x | 47 | x | Cc1sc2nc(-c3cccnc3)[nH]c(=O)c2c1-c1ccccc1
1.2 | 8 | -0.21 | O=C(Cc1ccc(Br)cc1)NC1CCCCC1
-0.31 | 30 | 0.84 | C=CCn1c(N)c(C(=O)OCC)sc1=S
-0.47 | -25 | 0.04 | CCC(Oc1ccc(C)c(C)c1)C(=O)O (configuration not stated)
-1.3 | 38 | -0.37 | O=C(O)c1cn(-c2ccccc2)nc1-c1cccnc1
-1.3 | x | -1.9 | Cc1ccc(Oc2cc(C)nc(-c3ccccc3O)n2)cc1
0.16 | -40 | -0.26 | O=S(=O)(/C=C/c1ccccc1)c1ccccc1
-1.2 | -40 | -0.43 | O=C(O)CCc1nn2c3ccccc3nc2n(-c2ccccc2)c1=O
-0.59 | -58 | -1.4 | Clc1ccccc1CN(Cc1ccco1)Cc1nnnn1C1CCCC1
-0.57 | -48 | -0.2 | O=c1[nH]c2cc3c(cc2cc1CN(Cc1cccs1)Cc1nnnn1Cc1ccco1)OCCO3

Compound activity (PubChem)

This is a subset, so the mix of outcomes need not match the whole.
